TCR activator – Activators of T cell receptors: qHTS campaign | primary human leukocytes, anti-CD3, IL-2 HTRF, 48 h | Potency, µM (titrated, usually from 9.22 µM), inactives show at the top dose activation of IL-2 secretion, usual class: activators | 330,000 tested, under 10 active | AID 504894, 2011; note: % of control where 0% means no effect
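Readout: HTRF IL-2, Eu-cryptate/d2 antibody pair, 320nm excitation, 665nm emission. Stimulus: a-CD3 beads, no co-stimulation. Cells: primary human leukocytes. Exposure: 48 hr with compound.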
uPA generation – qHTS for Inhibitors of Cell Surface uPA Generation. cell surface uPA generation assay, qHTS. Potency, µM (doses to about 38.3 µM), without a hit: at the highest dose activity change, negative = inhibition, actives largely listed as inhibitors. actives 0.31% (n = 330,000); active = well fitted inhibition curve with a large enough effect; inconclusive = small, poorly fitted or top-dose-only effect; inactive = no such curve, though single readings can be large or run the other way; tested in mouse RAW 264.7 cells; note: potency is the fitted concentration of half-maximal effect; % is set by controls: 0 for no effect and ±100 for the full control effect; nearly all actives have a fitted effect of over 55% in size
PTAP TSG101 blk – qHTS Assay for Iinhibitors of HIV-1 Budding by Blocking the Interaction of PTAP/TSG101; Tumor susceptibility gene 101 protein (Homo sapiens), Q99816; Fluorescence polarization, FITC-PTAP peptide / Tsg101 binding; Potency, µM (highest dose often 115 µM), for the others: at the top dose activity change, negative = inhibition, most hits filed as inhibitors; 340,000 tested, under 10 active; AID 493005, 2010; active = well fitted inhibition curve with a large enough effect in the main read-out, with a control signal flat, not every such curve was filed as active; inconclusive = small, poorly fitted or top-dose-only effect, or effect the other way, or a change in a side signal; inactive = no such curve, though single readings can be large or run the other way; note: potency is the fitted concentration of half-maximal effect; % of control where 0% means no effect
Target sequence (Q99816 whole entry, looked up): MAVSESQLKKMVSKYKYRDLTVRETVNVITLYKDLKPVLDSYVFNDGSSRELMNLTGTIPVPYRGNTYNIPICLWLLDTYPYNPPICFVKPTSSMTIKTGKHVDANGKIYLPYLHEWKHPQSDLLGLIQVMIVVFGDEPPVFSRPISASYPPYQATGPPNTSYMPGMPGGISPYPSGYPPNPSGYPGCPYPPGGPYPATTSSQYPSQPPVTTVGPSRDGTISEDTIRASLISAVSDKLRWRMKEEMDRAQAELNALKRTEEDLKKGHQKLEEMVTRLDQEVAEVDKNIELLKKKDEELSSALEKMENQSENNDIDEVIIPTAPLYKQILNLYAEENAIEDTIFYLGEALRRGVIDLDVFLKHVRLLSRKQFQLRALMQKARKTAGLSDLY
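Tsg101 binding domain (10 uM final) was mixed with compound and a FITC-labeled PTAP peptide (50 nM final) in HEPES pH 7.5 buffer with NaCl, Tween 20, EDTA and TCEP; fluorescence polarization was read after 20 min at r.t.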
Chronic BCR inh – qHTS Assay to Find Inhibitors of Chronic Active B-Cell Receptor Signaling; ABC-DLBCL IkBa-CBG/CBR reporter, luminescence ratio, 4 h; Potency, µM (highest dose often 46.1 µM), for the others: at the top dose ratio change, negative = lower green/red ratio, actives largely listed as inhibitors; actives 0.05% (n = 340,000); AID 493014, 2011; active = well fitted inhibition curve with a large enough effect in the signal ratio, with a control signal flat, not every such curve was filed as active; inconclusive = small, poorly fitted or top-dose-only effect, or effect the other way, or a change in a side signal; the % refers to the signal ratio;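 note: potency is the fitted concentration of half-maximal effect; plate controls were basal doxycycline-induced cells for no effect and cells given 10 µM MG132 for full effect; MG132 reads +100%, hits lower the ratio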
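Doxycycline induced both beetle luciferases in TMD8 lymphoma cells; IKK-driven degradation limits the IkappaBalpha-fused green signal, while red luminescence normalises for cell number and nonspecific effects. Compounds tested up to 46 uM, 4 hrs.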
TSHR antagonist – Antagonists of the Thyroid Stimulating Hormone Receptor: HTS campaign; actives 0.2% (n = 330,000); AID 504810, 2011; TSHR-expressing cells, TSH-stimulated cAMP HTRF, 2 h; active compounds read low; Thyrotropin receptor (Homo sapiens), P16473; activity change, negative = inhibition, % at 11.5 µM;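 active = activity change below a set negative limit, meaning inhibition stronger than a set level, cut at about -70% in these data; inconclusive = activity change between two set negative limits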; note: % is set by controls: 0 for no effect and ±100 for the full control effect
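Freshly harvested TSHR cells receive pin-tooled compound, then EC80 TSH at 4nM final. After 2 hours at 37 deg C, antibody in lysis buffer and cAMP-d2 are added; 30 minutes at ambient temperature precede the HTRF read.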
B2AR arrestin – qHTS assay of beta-arrestin-biased ligands of beta2-adrenergic receptor; Beta-2 adrenergic receptor (Homo sapiens), P07550; beta-arrestin recruitment to beta2AR, cell-based reporter; Potency, µM (highest dose often 46.1 µM), for inactives: at the top dose activation, actives largely listed as activators; actives 0.02% (n = 330,000); AID 492947, 2010;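 note: potency is the fitted concentration of half-maximal effect; 0% = DMSO controls and full agonism = EC100 isoproterenol or metaproterenol; nearly all actives have a fitted effect of over 65% in size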
ELG1 repair inh – qHTS screen for small molecules that inhibit ELG1-dependent DNA repair in human embryonic kidney (HEK293T) cells expressing luciferase-tagged ELG1; actives 2.3% (n = 330,000); Potency, µM (series often up to 46.1 µM), without a hit: top-dose activity change, negative = inhibition, most hits filed as inhibitors; HEK293T ELG1-luciferase reporter, luminescence, 16 h; DNA damage induced by 5-fluorouridine; AID 504467, 2011; note: potency is the fitted concentration of half-maximal effect; % is set by controls: 0 for no effect and ±100 for the full control effect; nearly all actives have a fitted effect of over 55% in size
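Reporter activity after DNA damage by 5-fluorouridine is monitored. Compound-treated cells incubate 16 hr at 37 °C, then ONE-Glo is added for 30 min before luminescence reading.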
Mito fusion act – qHTS Assay for Small Molecule Inhibitors of Mitochondrial Division or Activators of Mitochondrial Fusion | Potency, µM (titrated, usually from 46.1 µM), without a hit: at the highest dose growth rescue (activation), usual class: activators | actives 0.23% (n = 320,000) | S. cerevisiae fusion-defective mutant growth rescue, CellTiterGlo 48 h;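 note: potency is the fitted concentration of half-maximal effect; % of control where 0% means no effect; nearly all actives have a fitted effect of over 45% in size; temperature-sensitive fusion mutants such as fzo1-1 at 37 °C on non-fermentable ethanol glycerol medium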
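Compounds are tested for their ability to restore growth of mitochondrial fusion-defective yeast strains at non-permissive 37C in YPEG medium over 48 hours. Viability is quantified by luciferase luminescence.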
USP2a inh – qHTS Assay for Inhibitors of Ubiquitin-specific Protease USP2a Using CHOP2 as the Reporter. actives 0.01% (n = 330,000). Ubiquitin carboxyl-terminal hydrolase 2 (Homo sapiens), O75604. USP2 core, Ub-CHOP2 coupled fluorogenic reporter, 485/531. Potency, µM (titrated, usually from 38.3 µM), for inactives: at the highest dose activity change, negative = inhibition, hits mostly inhibitors;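 note: potency is the fitted concentration of half-maximal effect; plate controls were DMSO wells for no effect and full inhibition by NEM control for full effect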
Target sequence (O75604 whole entry, looked up): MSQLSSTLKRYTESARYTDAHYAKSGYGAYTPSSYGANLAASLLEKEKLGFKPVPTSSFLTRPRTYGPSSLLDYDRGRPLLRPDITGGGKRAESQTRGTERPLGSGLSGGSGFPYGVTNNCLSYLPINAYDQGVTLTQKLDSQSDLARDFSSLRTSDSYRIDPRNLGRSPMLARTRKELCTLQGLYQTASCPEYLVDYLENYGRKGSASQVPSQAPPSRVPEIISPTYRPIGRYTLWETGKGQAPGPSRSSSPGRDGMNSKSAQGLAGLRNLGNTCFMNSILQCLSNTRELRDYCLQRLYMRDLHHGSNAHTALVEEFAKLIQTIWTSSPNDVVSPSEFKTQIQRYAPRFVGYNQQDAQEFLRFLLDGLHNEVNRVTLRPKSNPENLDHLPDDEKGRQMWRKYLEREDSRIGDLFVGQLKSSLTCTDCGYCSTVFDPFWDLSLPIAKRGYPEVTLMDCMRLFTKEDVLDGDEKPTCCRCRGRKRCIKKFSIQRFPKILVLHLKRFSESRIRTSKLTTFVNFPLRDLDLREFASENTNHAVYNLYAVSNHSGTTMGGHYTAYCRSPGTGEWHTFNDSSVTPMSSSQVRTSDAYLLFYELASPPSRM
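Deubiquitinase activity read as fluorescence (485/531 nm) after Ub-CHOP2 cleavage activates the enterokinase reporter on its substrate; USP2 core 10nM, Ub-CHOP2 and substrate 25nM each, 30min compound preincubation then 60min RT; data normalized to NEM, curves fitted.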
Tb PFK inh – qHTS Assay to Find Inhibitors of T. brucei phosphofructokinase; actives 0.17% (n = 330,000); AID 485367, 2010; ATP-dependent 6-phosphofructokinase (Trypanosoma brucei brucei), O15648; T. brucei PFK, ADP-Glo luminescence; Potency, µM (top dose mostly 57.5 µM), inactives show at the highest dose activity, negative = inhibition, most hits filed as inhibitors;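 note: potency is the fitted concentration of half-maximal effect; 0% = uninhibited 1x PFK enzyme wells and -100% = no-enzyme wells; nearly all actives have a fitted effect of over 60% in size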
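1.25 nM PFK with 0.5 mM F6P and 0.1 mM ATP in 0.1 M TEA pH 8.0, 5 mM MgCl2, incubated 45 min at room temperature; ADP measured by ADP-Glo luminescence; compounds titrated up to 57 uM.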
Eya2 phos inh – qHTS Assay for Inhibitors of the Phosphatase Activity of Eya2; recombinant Eya2, OMFP fluorescence dephosphorylation (OMFP is methylfluorescein phosphate); Potency, µM (highest dose often 76.9 µM), for inactives: at the top dose activity, negative = inhibition, actives largely listed as inhibitors; actives 0.006% (n = 330,000); Protein phosphatase EYA2 (Homo sapiens), O00167; AID 488837, 2010; note: potency is the fitted concentration of half-maximal effect; % is set by controls: 0 for no effect and ±100 for the full control effect
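Eya2 (0.2 uM) preincubated 10 min at ambient with compound, then OMFP substrate added at 50 uM; 10 min reaction in 50 mM HEPES pH 7.5, 50 mM NaCl, 5 uM MgCl2, 0.05% BSA, 1 mM DTT. Fluorescence read at Ex 485/Em 525 nm.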
* = called active by the depositor; ? = inconclusive; . = not tested or not shown; [ ] = dose if it differs, or a comment. Unless noted, calls come from the whole dose curve; as a rule, active = well fitted curve in the direction sought with a large enough effect; inconclusive = small, poorly fitted or top-dose-only effect, or another doubt; inactive = no such curve, though single readings can be large; an effect the other way counts as inactive or inconclusive.

SMILES | TCR activator | uPA generation | PTAP TSG101 blk | Chronic BCR inh | TSHR antagonist | B2AR arrestin | ELG1 repair inh | Mito fusion act | USP2a inh | Tb PFK inh | Eya2 phos inh
CCCCn1c(N)c(N(CC)C(=O)/C=C/c2ccco2)c(=O)[nH]c1=O | -4% | -1% | 1% | 3% | 6 | -0.3% | 6% | -2% | -3% | 0% | -26%
N#CCC(=O)Nc1ccc(C(=O)OCC(=O)NC2CCCc3ccccc32)cc1 (configuration not stated) | 3% | 1% | -2% | 1% | -6 | 0.4% | -7% | . | 3% | 2% | 4%
Cc1cccc(C(=O)Nc2cccc(OCC(=O)O)c2)c1 | -11% | 2% | -7% | -11% | 0 | -1.0% | -6% | 1% | 1% | 0% | -10%
O=C(CCCSc1nnnn1-c1cccc2ccccc12)c1ccc(F)cc1 | -2% | 4% | -3% | 0% | -3 | -0.5% | -28% | 1% | -10% | 1% | -18%
CC(=O)c1c(C)[nH]c(C(=O)OCC(=O)N(C)c2c(N)n(Cc3ccccc3)c(=O)[nH]c2=O)c1C | 1% | 3% | -4% | -3% | 5 | 0.0% | 0% | 4% | 1% | -5% | -24%
CCCn1nc(C(=O)NNC(=O)c2ccc(OC(F)F)cc2)c2ccccc2c1=O | -1% | 0% | 1% | 1% | -13 | -1.9% | ? | . | 1% | -1% | -15%
CCCC(=O)Nc1ccc(C(=O)NNC(=O)COc2ccc(Br)c(C)c2)cc1 | 2% | -1% | 0% | -13% | -4 | -0.2% | -2% | -2% | 4% | -6% | 4%
CCCCCn1c(=O)[nH]c2cc(C(=O)Nc3ccc(OC)cc3)ccc2c1=O | 4% | 6% | 2% | 6% | 0 | 0.2% | 5% | -2% | 1% | 3% | -1%
O=C(NNc1ccc([N+](=O)[O-])cc1)c1ccccc1F | 4% | 5% | 1% | ? | 5 | 0.0% | -17% | -6% | 1% | -14% | 7%
COc1ccc(S(=O)(=O)NCCOc2ccccc2)cc1C | . | 3% | 1% | ? | -25 | -0.7% | ? | 29% | -11% | 2% | -3%
O=C(O)COCC(=O)Nc1ccc2c(c1)CCC2 | -35% | . | -10% | 2% | 6 | 0.2% | 13% | 0% | -4% | 1% | 19%
CN(C)S(=O)(=O)c1cccc(NC(=O)COc2ccc(C(=O)c3ccccc3)cc2)c1 | 4% | 1% | 0% | -9% | -38 | -0.2% | 13µM* | -9% | -8% | 1% | -1%
CC(=O)C1=C(O)CCCC1=NCc1nc2ccccc2[nH]1 | -1% | -12% | 1% | -1% | 10 | 0.3% | -10% | 12% | 3% | 6% | -7%
Cc1csc(N/N=C/c2ccc(O)c([N+](=O)[O-])c2)n1 | 1% | 3% | -2% | ? | -13 | -1.2% | ? | -5% | 1% | ? | 16%
COc1ccc(C)cc1NC(=O)C(NCC1CCCO1)c1ccccc1 (configuration not stated) | 2%[46.1 µM] | 10% | -6% | ? | 14 | -1.3% | -24% | 8% | 2% | 0% | 1%
Cc1ccc(C(=O)OCC(=O)NCCc2ccc(F)cc2)cc1S(=O)(=O)N1CCOCC1 | -3% | 18% | -4% | -1% | . | -0.2% | 0% | . | 4% | -5% | -13%
COc1ccc2nc(NC(=O)C3CCN(C(=O)c4ccc(F)cc4)CC3)sc2c1 | 2% | -3% | 0% | ? | -5 | -0.3% | ? | 3% | 4% | -4% | 0%
O=C(CC(c1ccccc1)(c1ccccc1)c1ccccc1)N[C@@H](Cc1ccc(O)cc1)C(=O)O | 10% | 2% | . | -13% | -3 | 0.3% | 13% | -1% | 0% | 0% | 2%
O=C(COC(=O)c1cc(Cl)ccc1[N+](=O)[O-])NC1CC1 | 3% | 9% | 2% | 2% | 2 | -0.5% | 7% | . | 1% | 0% | 7%
CC(C)Cc1nnc(NC(=O)CCC(=O)N2CCN(c3ccc([N+](=O)[O-])cc3)CC2)s1 | -3% | -7% | -3% | ? | -9 | -0.7% | 9.2µM* | 19% | 4% | -6% | 3%
CCc1nc2c(sc3nc4c(cc32)COC(C)(C)C4)c(=O)n1CCN(CC)CC | -4% | 13% | -3% | 1% | 3 | -0.2% | ? | 2% | 1% | -5% | -5%
COc1ccc(CC(=S)N2CCOCC2)cc1F | 1%[46.1 µM] | 1% | -3% | 0% | 3 | -0.3% | 3% | -6% | -13% | 1% | -8%
O=C(Cc1ccccc1)Nc1ccccc1N1CCN(c2ccccc2)CC1 | . | -6% | -5% | 6% | 6 | -0.5% | ? | 7% | -1% | -7% | -11%
O=C(c1ccc(F)cc1F)N1CCCc2ccccc21 | -14% | 4% | -3% | 4% | 1 | -0.2% | 2% | 4% | 0% | -3% | 11%
O=C(COC(=O)/C=C/c1ccco1)NCc1ccc(Cl)cc1Cl | -3% | -12% | 1% | -2% | . | 0.1% | 8% | . | 3% | -11% | 7%
CCN(CC)CCCNc1nc(SC)nc2sc3c(c12)CCN(C)C3 | . | . | . | -7% | 4 | 0.3% | ? | -1% | -8% | 7% | -1%
O=C(COc1ccccc1)Nc1ccc(Cl)c(-c2nc3ncccc3o2)c1 | -8%[46.1 µM] | 1% | -4% | 7% | -4 | -0.4% | 6% | 0% | 2% | 1% | -4%
Cn1c(=O)c2ncn(CC(=O)NC3CCCCCC3)c2n(C)c1=O | -1% | -1% | -6% | 6% | 8 | -0.4% | 13% | 0% | -2% | -1% | 0%
O=[N+]([O-])c1ccc(-c2nn(-c3ccccc3)cc2/C=N/n2c(-c3cccs3)n[nH]c2=S)cc1 | -6% | 0% | -1% | 6% | -2 | -0.9% | ? | -1% | -1% | -9% | -1%
Oc1ccc(C23CCCC2C2(CCCC2)c2ccc(O)cc2O3)c(O)c1 (configuration not stated) | -1% | 6% | 0% | 1% | -7 | 0.3% | 0% | -8% | 2% | -18% | 13%
c1ccc2c(CN3CCOCC3)csc2c1 | 3%[46.1 µM] | 2% | 0% | 1% | -4 | -0.3% | -9% | 25% | 2% | -4% | 3%
COc1cc(NC(=O)c2ccccc2-n2cnnn2)cc(OC)c1 | -8% | -1% | -2% | -21% | -3 | -0.1% | 14% | 3% | 1% | -1% | 1%
O=C(Nc1ccc(O)cc1)c1cccc(Oc2ccc([N+](=O)[O-])cc2)c1 | 0% | -10% | -10% | -1% | 29 | -0.1% | -4% | 6% | 3% | 12% | -7%
CCOc1ccc2nc(NS(=O)(=O)c3ccc4c(c3)n(C)c(=O)n4C)sc2c1 | 6% | 4% | -13% | 5% | -10 | 0.5% | 6% | 1% | 0% | 4% | 13%
Cc1ccc(NS(=O)(=O)c2cccc(C(=O)NNC(=O)c3cccn3C)c2)c(C)c1 | 0% | 1% | -3% | -12% | 6 | -0.3% | -15% | 1% | -1% | -1% | -5%
Cc1cc(-n2c(C)cc(C(=O)CSc3nnnn3-c3ccccc3)c2C)no1 | -2% | 0% | -1% | -3% | -26 | -0.8% | ? | 6% | -7% | -3% | -17%
C=CCn1c(SCC)nc2sc3c(c2c1=O)CCc1ccccc1-3 | 10% | . | -9% | 11% | -14 | 0.1% | -1% | 1% | 4% | 7% | -21%
O=C(c1ccc(S(=O)(=O)N2CCc3ccccc3C2)cc1)N1CCCCC1 | 5% | 8% | -1% | -6% | 4 | 0.1% | ? | 3% | 3% | 0% | 3%
C[C@H](CO)N1C[C@H](C)[C@@H](CN(C)S(=O)(=O)c2ccccc2)Oc2ccc(NC(=O)Nc3ccc4c(c3)OCO4)cc2C1=O | -2% | -3% | -2% | -1% | -1 | 0.1% | ? | . | -1% | 5% | -13%
CCOC(=O)Cc1csc(NC(=O)CN(C)S(=O)(=O)c2cccc3cccnc23)n1 | -2% | 5% | -4% | 4% | -9 | 3.6% | -15% | 0% | 0% | 3% | 18%

Assay outcomes from PubChem.
